# ATG4B inh: inhibitors of human ATG4B cysteine protease; Q9Y4P1; ATG4B cleavage of LC3-PLA2, NBD-HPC fluorescence, 1 h; inhibition, % at 8.33 µM; hit rate 0.51% among 340,000; in the data active = inhibition above about 40%
# APOBEC3A inh: blocks human APOBEC3A ssDNA deamination; hit rate 0.41% among 330,000; inhibition, % at 20 µM; recombinant A3A, FAM/TAMRA ssDNA deamination fluorescence; P31941;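 active = at least 40% inhibition at 20 µM here, with at most 30% in a related deaminase screen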;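 also: plate controls were A3A with DMSO for no effect and wells lacking A3A enzyme for full effect; some results filed as inactive read as strong as hits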
# Target sequence (P31941 whole entry, looked up): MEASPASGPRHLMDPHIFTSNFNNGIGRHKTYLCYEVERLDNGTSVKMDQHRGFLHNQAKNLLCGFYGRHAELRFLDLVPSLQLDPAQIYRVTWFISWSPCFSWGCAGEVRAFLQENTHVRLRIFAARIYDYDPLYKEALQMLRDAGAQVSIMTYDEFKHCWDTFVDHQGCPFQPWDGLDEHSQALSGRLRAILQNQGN
# mIAP act: increases mouse intestinal alkaline phosphatase activity; muIAP, CDP-Star luminescence, 30 min; hits give high values; 1 = vehicle-only enzyme signal, 0 = enzyme-free wells; activation factor at 10 µM; hit rate 0.24% among 330,000;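 active = activation factor of at least 2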; also: the source names both 10 and 20 µM as test concentration; values of inactives mirror those of a sister screen read the other way
#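 System: Mouse IAP enzyme | Also added: CDP-Star substrate | Dosing: Compounds dispensed in DMSO | Schedule: 30 min enzyme-substrate-compound incubation at room temperature | Technique: Chemiluminescence readout | Control set: DMSO-only wells and no-enzyme negative control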
# HKDC1 inh: inhibitors of human hexokinase HKDC1; recombinant HKDC1, G6PDH/diaphorase resazurin coupled fluorescence; hit rate 0.16% among 340,000; Q2TB90; inhibition, % at 20 µM;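 active = inhibition above about 35% when tested at 20 µM, limit read from the data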;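 also: plate controls were DMSO wells with enzyme for no effect and DMSO wells lacking enzyme for full effect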
#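 Test system: Recombinant HKDC1 (HK5) hexokinase enzyme, produced in-house | Input: HKDC1 at 5 µg/mL | Buffer or medium: Tris pH 8.0 buffer with MgCl2, Tween-20, BSA, BME | Schedule: 90 min reaction incubation at room temperature, dark | Technique: Resazurin-to-resorufin fluorescence via G6PDH and diaphorase coupling, 525/613 nm | Controls: DMSO wells with and without enzyme mix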
# PfGluPho inh: PfG6PD (Plasmodium falciparum) enzyme inhibition. hit rate 0.78% among 350,000. inhibition, % at 20 µM. PfGluPho enzyme, NADPH resazurin-diaphorase fluorescence;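 active = inhibition reaching at least a set limit at 20 µM in the primary screen, cut at about 59% in these data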;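 also: 0% = DMSO wells with substrate and 100% = DMSO wells lacking glucose-6-phosphate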
# hIAP block: human IAP inhibition. P09923. purified IAP, CDP-Star luminescence, 30 min. inhibition, % at 10 µM. hit rate 0.12% among 330,000;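 active = inhibition reaching a set limit with compound at 10 µM in the primary screen, cut at about 35% in these data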;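 also: plate controls were DMSO wells with enzyme for no effect and no-enzyme buffer wells for full effect; values of inactives mirror those of a sister screen read the other way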
# Target sequence (P09923 whole entry, looked up): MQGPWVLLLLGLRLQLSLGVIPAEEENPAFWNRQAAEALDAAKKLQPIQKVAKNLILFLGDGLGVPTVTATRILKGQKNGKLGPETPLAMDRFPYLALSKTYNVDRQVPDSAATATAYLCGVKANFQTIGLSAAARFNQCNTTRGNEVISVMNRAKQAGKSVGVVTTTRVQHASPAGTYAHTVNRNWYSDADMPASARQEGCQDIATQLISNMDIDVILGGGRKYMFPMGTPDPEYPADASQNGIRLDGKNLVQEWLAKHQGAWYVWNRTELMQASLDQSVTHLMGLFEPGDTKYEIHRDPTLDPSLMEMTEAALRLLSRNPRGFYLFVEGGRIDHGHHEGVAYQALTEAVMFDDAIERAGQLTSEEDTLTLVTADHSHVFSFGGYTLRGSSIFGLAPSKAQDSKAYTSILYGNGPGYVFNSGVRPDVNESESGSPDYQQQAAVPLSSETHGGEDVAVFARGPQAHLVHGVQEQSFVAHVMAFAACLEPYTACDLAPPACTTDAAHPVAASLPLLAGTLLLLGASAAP
# hIAP activ: human IAP activation; AID 2524; purified human IAP, CDP-Star luminescence, 30 min; hits give high values; 1 = vehicle-only enzyme, 0 = enzyme-free background; hit rate 0.16% among 330,000; activation factor at 10 µM; P09923;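 active = activation factor of the enzyme at least 2-fold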; also: the source names both 10 and 20 µM as test concentration; values of inactives mirror those of a sister screen read the other way
# mIAP block: blocks mouse intestinal alkaline phosphatase; purified mouse IAP, CDP-Star luminescence, 30 min; inhibition, % at 10 µM; hit rate 0.2% among 330,000; AID 2806;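 active = inhibition of at least 40% at 10 µM in the primary screen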;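 also: plate controls were DMSO with enzyme for no effect and no enzyme wells for full effect; values of inactives mirror those of a sister screen read the other way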
# * hit, by the source's call; nt = no result given.
SMILES	ATG4B inh	APOBEC3A inh	mIAP act	HKDC1 inh	PfGluPho inh	hIAP block	hIAP activ	mIAP block
Cc1nnc(SCC(=O)Nc2ncc3c(n2)CC(c2ccccc2)CC3=O)s1 (stereo not given)	-1	1	0.9	-2	-13	-16	1.2	10
CCOc1ccccc1/C=C(/NC(=O)c1ccccc1)C(=O)NCC(=O)O	0	4	0.94	-10	-9	-3	1	6
O=C(NCCN1CCCC1)c1ccccc1Cl	8	1	1	1	-15	-2	1	-3
COc1ccccc1N1CCN(C(=O)C2CCN(S(=O)(=O)c3ccc(Cl)cc3)CC2)CC1	-9	-3	0.99	-5	9	-5	1.1	1
CCOC(=O)C1=C(C)NC(C)=C(C(=O)OCC)C1c1nc2ccccc2[nH]1	-4	-4	1	-3	-8	9	0.91	-4
CC(/C=N/NC(=O)Cc1cccn1C)=C\c1ccco1	-5	1	1.1	6	11	-24	1.2	-7
C#CCOCCOCCOCCNc1nc(N2CCN(C(=O)[C@H](CCCCN)n3cc(C(N)CO)nn3)CC2)nc(N2CCN(C(=O)[C@H](CCC(=O)O)n3cc(C(N)[C@H](C)CC)nn3)CC2)n1 (stereo not given in full)	nt	-2	1	nt	nt	-6	1.1	-2
Cc1ccc(C2CC(c3cccc(NS(C)(=O)=O)c3)=NN2S(C)(=O)=O)cc1 (stereo not given)	4	-3	1	-12	12	10	0.9	-1
COCCN(CCOC)c1nc(-c2ccc(C)cc2)nc2ccccc12	1	-4	1.1	-4	21	-12	1.1	-6
COc1ccc(Br)cc1/C=C(\C(=O)O)c1ccc(S(=O)(=O)N2CCCCC2)s1	84*	8	0.94	14	-24	14	0.86	6
c1ccc(OCc2nnc3n2CCCCC3)cc1	1	4	0.94	-4	5	-4	1	6
CC(C)C(NC(N)=O)C(=O)NC1CCCCC1 (stereo not given)	nt	-2	1	nt	nt	-25	1.2	-1
O=C(CSc1nc(-c2ccco2)cc(C(F)(F)F)n1)NCCCn1ccnc1	-6	-3	1	-5	-1	6	0.94	-4
C=CCOC(=O)c1ccc(N2CCN(c3ccccc3)CC2)nc1	1	-3	1	3	1	-15	1.2	-4
C[C@@H]1C[C@H]2[C@@H]3CCC4=CC(=O)C=C[C@]4(C)[C@@]3(F)[C@@H](O)C[C@]2(C)[C@H]1C(=O)CO	-5	3	1	-6	8	-8	1.1	-4
COc1ccc(C(=O)NCC(=O)OCc2ccccc2F)cc1	-1	7	0.92	-9	-4	-4	1	8
COC(=O)C(CC(C)C)NC(=O)c1ccc([N+](=O)[O-])cc1 (stereo not given)	-6	-1	0.95	-3	3	10	0.9	5
CC1(C(=O)Oc2ccccc2)Cc2ccccc2C(=O)O1 (stereo not given)	4	1	1	12	-14	6	0.94	-3
Cc1cc(/C=C2\C(=N)N3N=C(C(C)C)SC3=NC2=O)c(C)n1-c1ccccc1	5	-1	0.94	2	-47	-38	1.4	6
CN(Cc1ccccn1)C(=O)C1CCC(=O)N(Cc2cccc(C(F)(F)F)c2)C1 (stereo not given)	-4	0	1	-8	11	-2	1	0
Clc1cccc(-c2cc3nc4c(c(N5CCN(c6cnccn6)CC5)n3n2)CCCC4)c1	-8	-6	0.99	6	12	-16	1.2	1
CC(=O)N1c2ccc(S(=O)(=O)N3CCC(C(=O)N4CC(C)CC(C)C4)CC3)cc2CC1C (stereo not given)	16	-1	0.97	-4	-2	0	1	3
CCn1nc(C(=O)N2CCN(Cc3ccc4c(c3)OCO4)CC2)c2ccccc2c1=O	-7	-2	0.94	-2	2	18	0.82	6
O=C(NNC(=O)c1cc(-c2ccncc2)nc2ccccc12)Nc1ccc(F)cc1	-9	-4	0.93	3	-25	-46	1.5	7
Cc1ccccc1NC(=S)NC1CCN(Cc2ccccc2)CC1	0	7	1.1	5	-9	-5	1.1	-7
c1cc(CNCCCN2CCOCC2)ccn1	-3	0	0.97	-7	-10	15	0.85	3
CC(C)(C)C1CCC(=NNC(=O)c2ccccc2-n2cccc2)CC1 (stereo not given)	23	-2	1	0	-7	-6	1.1	0
COc1ccc(CNc2nc3c(c(=O)[nH]c(=O)n3C)n2Cc2ccccc2C)cc1	0	-1	1	-1	16	18	0.82	-2
Cc1ccc(C)c(NC(=O)CN(C)C(=O)c2ccc(-n3cncn3)c([N+](=O)[O-])c2)c1	2	-4	1	0	-2	7	0.93	-2
O=C(O)CCCCCCCCCCP(=O)(c1ccccc1)c1ccccc1	-3	2	1.1	-4	-11	4	0.96	-9

# 2 neighbouring records out of the list so far:
SMILES	ATG4B inh	APOBEC3A inh	mIAP act	HKDC1 inh	PfGluPho inh	hIAP block	hIAP activ	mIAP block
Cc1ccc(C)c(NC(=O)CN(C)C(=O)c2ccc(-n3cncn3)c([N+](=O)[O-])c2)c1	2	-4	1	0	-2	7	0.93	-2
O=C(O)CCCCCCCCCCP(=O)(c1ccccc1)c1ccccc1	-3	2	1.1	-4	-11	4	0.96	-9

# Carrying on:
SMILES	ATG4B inh	APOBEC3A inh	mIAP act	HKDC1 inh	PfGluPho inh	hIAP block	hIAP activ	mIAP block
O=C(NCCCO)c1c(O)c2cccc3c2n(c1=O)CCC3	-5	-1	1	-3	-9	16	0.84	-4
O=c1cc(/N=C/c2coc3cc(Br)ccc3c2=O)[nH]c(=S)[nH]1	7	1	0.85	4	-36	10	0.9	15
CSc1ccccc1OCc1cc(C(=O)N(C)C(C)c2nc(C)cs2)no1 (stereo not given)	16	-1	0.97	8	5	-16	1.2	2
CC(=O)NCCc1nc2cc(NC(=O)c3ccccc3C)ccc2n1C	-7	-4	1	0	-2	2	0.98	-4
CN(Cc1ccccc1)C(=O)c1ncn(Cc2ccccc2)c1C(=O)N(C)Cc1ccccc1	-15	1	1.1	5	10	-6	1.1	-6
CCN(CC)CCCNC(=O)Cn1nc(-c2ccccc2)ccc1=O	-9	2	1.2	-8	3	3	0.97	-15
Cc1c(-c2ccc(Br)cc2)[n+](=O)c2c(n1[O-])CCCC2	-21	0	1.1	-7	-2	-17	1.2	-8
Cn1c(COc2ccc3ccccc3c2)nnc1SCC(N)=O	-10	-3	0.95	-3	4	23	0.77	5
CN(C)c1ncc(CN2CCC(C(=O)Nc3ccc(-n4cccn4)cc3)CC2)s1	13	-3	0.97	2	6	0	1	3
COc1ccc(/C=C(/NC(=O)c2ccc(Br)cc2)C(=O)N2CCOCC2)cc1	-4	-3	0.91	3	6	7	0.93	9
O=C(NN1CCCCC1)c1ccc(COc2ccc(Cl)cc2)cc1	-2	-2	1	-8	-5	10	0.9	-2
Cc1ccnc(N2CCC(C(=O)Nc3nnc(C)s3)CC2)n1	0	-4	0.97	0	4	18	0.82	3
CS/C(=C/[N+](=O)[O-])Nc1cccc2c1C(C)CC2(C)C (stereo not given)	-3	-5	0.88	-1	-3	13	0.87	12
CSc1cccc(NC(C)C(=O)NCc2ccccc2)c1 (stereo not given)	-4	3	0.83	-3	9	-6	1.1	17
CC1CC(C)CN(CCCNC(=O)CN2C(=O)c3cccnc3Oc3ccccc32)C1 (stereo not given)	-1	4	0.95	-3	8	3	0.97	5
CN(C)CCCN(C(=O)c1ccc(S(=O)(=O)N(C)C2CCCCC2)cc1)c1nc2ccc(Br)cc2s1	3	0	1	3	9	-20	1.2	-2
CC(C)C(=O)N1CCN(c2ccccc2NC(=O)COc2ccccc2)CC1	2	-1	0.97	-1	3	-12	1.1	2
O=C(NC(=S)Nc1ccc(Cl)c(C(=O)O)c1)c1cncc(Br)c1	-5	-1	0.9	6	-8	9	0.91	10
COc1ccc(OC(=O)CCN2C(=O)C3C4C=CC(C4)C3C2=O)cc1 (stereo not given)	-4	-3	0.95	-10	3	1	0.99	5
O=C1C2C3C=CC(C2C(=O)N1c1cccc(O)c1)C1C2C(=O)N(c4cccc(O)c4)C(=O)C2C31 (stereo not given)	-9	-4	0.86	0	-7	12	0.88	14
O=C(O)C1CCCCC1C(=O)Nc1nc(-c2cccs2)cs1 (stereo not given)	13	2	1	-2	-28	6	0.94	-5
CC(C)CCNC(=O)Cn1c(=O)oc2cc(S(=O)(=O)N3CCc4ccccc43)ccc21	-6	5	1	-4	14	-15	1.1	-1
O=C(NC(=S)NNC(=O)c1ccco1)c1ccc(Br)cc1	0	-5	0.81	-8	-13	-71	1.7	19
O=C(CC(=O)N/N=C/c1ccc(C(=O)O)cc1)NCCc1ccccc1	3	-5	0.98	0	14	5	0.95	2
COc1ccc(-c2nc(C#N)c(NCCCN(C)C)o2)cc1OC	-13	3	0.97	-9	-3	3	0.97	3
Cc1ccc(-c2n[nH]c(=S)n2/N=C/c2c(C)nn(-c3ccccc3)c2C)cc1	-2	-2	1	-4	44	9	0.91	-4
CC(=O)NCc1ccc(S(=O)(=O)N/N=C/c2ccccc2)cc1	-2	-5	0.9	0	5	-4	1	10
COc1cccc(C(=O)N(c2ccc(C)cc2)C2C=CS(=O)(=O)C2)c1 (stereo not given)	9	2	1.1	6	-22	-15	1.1	-10
NS(=O)(=O)c1cc(C(=O)N2CCNC(=O)C2)ccc1Cl	-4	-1	1.1	0	9	3	0.97	-10
COc1ccc(/C=C2\Sc3ccc(C(=O)N4CCN(Cc5ccccc5)CC4)cc3N(C)C2=O)cc1OC	-17	-4	0.9	7	6	-32	1.3	10
Cc1cc(C)c2nc(N3CCN(C)CC3)c(C#N)cc2c1	6	4	0.95	-2	21	-5	1.1	4
O=C(NCc1cccnc1)c1noc2c1CCCCC2	1	3	0.99	10	-2	7	0.93	0
COc1ccc(N(C(=O)c2cnccn2)C(C(=O)NCc2ccccc2)c2ccc(O)cc2)cc1 (stereo not given)	-1	-4	1.1	-5	8	14	0.86	-7
Cc1nonc1CN(C)C(=O)c1ccc(OC2CCN(C(=O)c3cccnc3)CC2)cc1	11	-1	0.98	-5	-8	0	1	2
COc1ccc(N2C(=O)CC(Nc3ccc(F)cc3)C2=O)c([N+](=O)[O-])c1 (stereo not given)	0	-2	1.2	-7	-9	7	0.93	-16
Cc1ccc2c(cnn2C(=O)CCCC(=O)NCc2ccc(Cl)cc2)c1	-11	-2	1	2	10	-10	1.1	-2
Cc1ccccc1OCCC(=O)N(Cc1ccccc1)c1c(N)n(Cc2ccccc2)c(=O)[nH]c1=O	-1	-1	1.1	3	-6	-46	1.5	-8
Cc1cc(Br)c(NC(=O)CSc2n[nH]c(N)n2)c(Br)c1	3	2	0.97	-5	-9	-14	1.1	3
C=CCNC(=S)N/N=C(\C)c1ccc(OC)cc1	-12	-1	0.86	-13	6	1	0.99	14
O=C(CSc1ccccc1)NN1C(=O)c2ccccc2C1=O	2	-7	0.98	-5	-9	-30	1.3	2
Cc1ccc(SCc2cc(=O)[nH]c(Nc3nc(C)c4ccccc4n3)n2)cc1	-2	0	0.79	-1	30	-5	1.1	21
O=C(CN(Cc1ccc(F)cc1)S(=O)(=O)c1ccccc1)N1CCCCC1	0	-2	0.9	0	-2	-6	1.1	10
Cc1ccccc1Cn1cc(NS(=O)(=O)c2cn(C)nc2C)cn1	0	-3	1	-5	-1	-7	1.1	-2
COc1cccc(-c2nnc(NC(=O)c3ccc(S(=O)(=O)N4CC(C)OC(C)C4)cc3)o2)c1 (stereo not given)	-9	0	0.66	3	-26	-18	1.2	34
O=C(COc1ccc(Cl)cc1)OCc1csc(Nc2ccccc2)n1	-2	-3	0.96	-8	19	17	0.83	4
